Compound activity: PubChem, several laboratories
p97 inhibitor = inhibitors of human p97 ATPase. inhibition, % at 8 µM. P55072. 220,000 tested, 0.42% active. recombinant p97 ATPase, Kinase-Glo ATP luminescence, 3 h; in the data active = inhibition above about 15%;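 also: 0% = DMSO vehicle and 100% = wells lacking enzyme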
NPY Y1 blocker = blocks the human neuropeptide Y Y1 receptor | 200,000 tested, 1% active | inhibition, % at 3.6 µM | HEK293-CNG Y1 cells, membrane potential fluorescence; NPY at EC95, then isoproterenol;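 active = inhibition above the campaign mean inhibition of all tested compounds plus 3 SD, cut at about 20% in these data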;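 also: 0% = DMSO wells given NPY plus isoproterenol and 100% = isoproterenol alone without NPY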
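Assay system: HEK293 cells with Y1 receptor plus CNG channel | Probe or stimulus: NPY (25 nM), isoproterenol (1 µM), Ro 20-1724 (25 µM) | Timing: Compound incubation 1 h at room temperature, readout 45 min post-stimulation | Measured by: Membrane-potential fluorescent dye readout | Benchmarks: High control isoproterenol alone, low control NPY with isoproterenol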
S1P4 antagonist = blocks the human S1P4 receptor; 220,000 tested, 0.26% active; S1P4-expressing cells, antagonist mode, reporter read-out; inhibition, % at 4.98 µM; AID 1510; in the data active = inhibition above about 29%;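 also: 0% = wells stimulated with agonist and 100% = vehicle wells without agonist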
eIF4E-4G inh = blocks eIF4E binding to eIF4G; P63073+Q04637; TR-FRET eIF4E-eIF4GI(517-606) binding, 2 h; inhibition, % at 21.7 µM; 220,000 tested, 0.37% active; AID 782;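 active = inhibition above about 30%, limit read from the data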;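 also: 0% = full FRET control wells and 100% = background wells lacking eIF4GI fragment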
Target sequence (P63073 whole entry, looked up, the tested form may be a part): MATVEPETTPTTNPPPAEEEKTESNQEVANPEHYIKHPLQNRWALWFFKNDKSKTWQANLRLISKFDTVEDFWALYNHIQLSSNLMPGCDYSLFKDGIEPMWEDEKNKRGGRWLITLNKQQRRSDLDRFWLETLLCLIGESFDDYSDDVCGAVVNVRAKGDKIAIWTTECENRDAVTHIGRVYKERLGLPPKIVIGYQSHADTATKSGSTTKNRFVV
Target sequence (Q04637 whole entry, looked up, the tested form may be a part): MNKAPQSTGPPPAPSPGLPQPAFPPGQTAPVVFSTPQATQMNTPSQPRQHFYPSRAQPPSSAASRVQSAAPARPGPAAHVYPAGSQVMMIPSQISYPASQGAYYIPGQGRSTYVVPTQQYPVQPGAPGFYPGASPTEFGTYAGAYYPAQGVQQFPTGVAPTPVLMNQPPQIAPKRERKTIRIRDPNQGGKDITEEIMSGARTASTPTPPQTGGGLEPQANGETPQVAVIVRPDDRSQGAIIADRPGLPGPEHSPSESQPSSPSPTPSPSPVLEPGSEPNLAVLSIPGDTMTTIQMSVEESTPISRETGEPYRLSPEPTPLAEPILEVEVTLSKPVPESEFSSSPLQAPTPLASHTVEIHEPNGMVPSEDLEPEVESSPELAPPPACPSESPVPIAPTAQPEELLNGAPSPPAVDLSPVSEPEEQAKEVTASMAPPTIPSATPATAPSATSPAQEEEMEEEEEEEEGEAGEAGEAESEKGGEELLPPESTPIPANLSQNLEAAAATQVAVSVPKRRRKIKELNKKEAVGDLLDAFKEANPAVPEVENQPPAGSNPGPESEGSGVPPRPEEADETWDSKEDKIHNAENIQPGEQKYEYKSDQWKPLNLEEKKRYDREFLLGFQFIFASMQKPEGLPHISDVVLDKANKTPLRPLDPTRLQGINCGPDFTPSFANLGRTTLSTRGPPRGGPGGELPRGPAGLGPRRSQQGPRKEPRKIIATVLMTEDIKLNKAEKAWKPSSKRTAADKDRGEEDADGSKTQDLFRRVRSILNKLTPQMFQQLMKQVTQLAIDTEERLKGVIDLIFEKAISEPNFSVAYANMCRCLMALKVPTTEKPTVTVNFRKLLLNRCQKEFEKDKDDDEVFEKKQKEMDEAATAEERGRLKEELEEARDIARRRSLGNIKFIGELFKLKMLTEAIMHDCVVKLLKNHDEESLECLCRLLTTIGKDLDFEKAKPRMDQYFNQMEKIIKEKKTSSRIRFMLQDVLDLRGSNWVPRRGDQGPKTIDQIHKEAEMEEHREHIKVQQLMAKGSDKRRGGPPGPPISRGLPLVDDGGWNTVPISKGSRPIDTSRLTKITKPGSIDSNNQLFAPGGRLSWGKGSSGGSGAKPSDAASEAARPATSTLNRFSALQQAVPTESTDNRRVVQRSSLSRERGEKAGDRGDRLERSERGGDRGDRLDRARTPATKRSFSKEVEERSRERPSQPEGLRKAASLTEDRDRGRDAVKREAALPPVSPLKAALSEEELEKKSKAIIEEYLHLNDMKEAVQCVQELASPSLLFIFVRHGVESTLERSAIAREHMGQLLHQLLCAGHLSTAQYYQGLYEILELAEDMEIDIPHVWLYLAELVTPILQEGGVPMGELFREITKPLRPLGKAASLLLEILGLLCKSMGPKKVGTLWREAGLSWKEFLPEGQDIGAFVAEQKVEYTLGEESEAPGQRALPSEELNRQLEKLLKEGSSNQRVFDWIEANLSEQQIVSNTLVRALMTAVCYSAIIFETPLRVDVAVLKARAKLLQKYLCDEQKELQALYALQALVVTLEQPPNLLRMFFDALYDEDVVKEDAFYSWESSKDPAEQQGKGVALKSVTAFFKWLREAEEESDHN
S1P4 agonist = agonists of human S1P4 receptor; S1P4-expressing cell line, agonist reporter assay; 220,000 tested, 0.35% active; activation, % at 4.98 µM; in the data active = activation above about 11%;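 also: 0% = DMSO vehicle and 100% = reference agonist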
NPY-Y2 PAM-ag = potentiators or agonists of human neuropeptide Y receptor Y2 | P49146 | cells expressing NPY-Y2, potentiator/agonist read-out | activation, % at 3.6 µM | 220,000 tested, 0.45% active | AID 1359; in the data active = activation above about 27%;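 also: cells stimulated with NPY near EC25 plus isoproterenol at EC100; 0% = vehicle plus submaximal agonist and 100% = vehicle plus saturating agonist; some results beyond the cut were filed as inactive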
EP2 modulator = modulates human prostaglandin E2 receptor EP2 signaling | P43116 | EP2-expressing cells, cAMP HTRF FRET, PGE2 co-stimulation | induction, % at 25 µM | 260,000 tested, 0.83% active;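 active = compounds whose cAMP rise, as percent of the full-agonist control response, exceeds 60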;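 also: rat C6 glioma line stably carrying human EP2 under a CMV promoter; the protocol text gives 20 µM as final concentration; 100% = response of wells given 1 µM PGE2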
EP2 antag = blocks the human prostaglandin E2 receptor EP2; C6 glioma cells expressing human EP2, cAMP TR-FRET; cells stimulated with saturating PGE2; inhibition, % at 25 µM; 260,000 tested, 0.52% active;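 active = percent inhibition above 40 after rounding to a whole number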;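 also: rat C6 glioma host cells with rolipram phosphodiesterase inhibitor present; the protocol text gives 20 µM as final concentration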
NPY-Y1 PAM-ag = potentiators or agonists of human neuropeptide Y receptor Y1 | NPY-Y1 expressing cells, potentiator/agonist activation | activation, % at 3.6 µM | 220,000 tested, 0.37% active | AID 1304; in the data active = activation above about 33%, passing the limit was not always enough;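 also: cells stimulated with NPY at EC10 then isoproterenol at EC100; 0% = low agonist plus stimulus and 100% = saturating agonist plus stimulus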
* marks the source's active call; other numbers are inactive results; · = no result given; & = joins results of further samples; [ ] = dose if it differs, or a comment. Not all compounds are listed; count on the stated rates, not on these rows.

SMILES	p97 inhibitor	NPY Y1 blocker	S1P4 antagonist	eIF4E-4G inh	S1P4 agonist	NPY-Y2 PAM-ag	EP2 modulator	EP2 antag	NPY-Y1 PAM-ag
COc1cccc(CN2CCN(c3nc4nonc4nc3N3CCCCC3)CC2=O)c1	0	-4	12	2	-1.1	-7	-3	5	1
Cc1cc(C(=O)COC(=O)Cc2n[nH]c(=O)c3ccccc23)c(C)n1-c1cccc(C(F)(F)F)c1	5	2	-16	5[fluorescence artefact?]	1.2	-8	-11	9	-18
CCCCNc1nnc(SCC(=O)N2CCN(S(=O)(=O)c3ccc4ccccc4c3)CC2)s1	4	3	5	-16	-0.3	1	-61	8	-12
CCN(CC)S(=O)(=O)c1ccc(S(=O)(=O)N(Cc2ccccn2)Cc2ccco2)cc1	-1	-4	-17	-8	0.8	8	-19	7	11
Cc1nn(C)cc1NC(=O)c1ccc(Br)o1	-4	4	-4	3[fluorescence artefact?]	1.9	5	9	4	4
O=C(Cn1c(=O)sc2ccccc21)Nc1ccc(S(=O)(=O)N2CCCC2)cc1	1	-4	-7	6	-0.2	2	0&-34	4&10	4
CCN1C(=O)C(O)(CC(=O)c2ccc(-n3cccc3)cc2)c2ccccc21 (stereo not given)	3	0	-6	-1	1.0	10	28	6	17
COC(=O)c1ccc(-n2nnnc2SCC(=O)Nc2ccccc2C(=O)OC)cc1	-3	3	-16	-5	2.0	-10	-52	·	-3
CC(NC(=O)Cn1c(=O)oc2cc(S(=O)(=O)N3CCCC3)ccc21)c1ccccc1 (stereo not given)	-8	4	-21	-1	-0.4	-16	-3	13	-17
COc1ccc(C(=O)OCC(=O)NCc2ccccc2)c(OC)c1OC	-4	1	-15	0	-0.9	5	13	4	5
Cc1ccc(S(=O)(=O)/N=C(/Nc2ccccn2)c2ccc(Cl)cc2)cc1	1	1	-14	5[fluorescence artefact?]	1.3	-6	22	1	2
CSc1nnc(-c2cccn(Cc3ccccc3)c2=O)o1	4	11	3	3	-1.4	9	7	1	-8
NC(=O)COC(=O)CNC(=O)c1sc2ccccc2c1Cl	2	4	4	-1	-0.3	-12	9	8	-36
Cc1ccc(NC(=O)Cn2ccsc2=N)cc1S(=O)(=O)N(C)C	-1	1	-15	2	0.8	-10	-14	1	-4
COc1ccc(N2CCN(C(=O)C3=NNC(=O)CC3)CC2)cc1	4	2	-1	8	2.7	3	20	1	22
COc1ccc(-n2c(=O)cc(N3CCOCC3)[nH]c2=O)cc1	6	0	5	-1	-2.3	-3	9	11	-1
Cc1cnc(C(=O)N2CCCC(C(=O)c3cccc(OC(C)C)c3)C2)cn1 (stereo not given)	0	-4	1	1	2.0	-9	6	9	4
O=C(N/N=C/c1ccc(-c2cccc([N+](=O)[O-])c2)o1)[C@H]1C[C@@H]1c1ccccc1	-2	-1	0	1	-1.5	-7	5	6	-12
Cc1ccccc1C1C(C#N)=C2N=C(N)c3c(sc4c3CCCCC4)N2C2=C1C(=O)CC(C)(C)C2 (stereo not given)	7	1	-15	-16	-0.5	4	29	9	-4
COc1ccc(S(=O)(=O)n2nc(OC(=O)c3ccncc3)cc2N)cc1	4	-4	-8	-1	-0.9	-3	14	8	24
O=C(Cn1nnc(-c2ccc(Cl)cc2)n1)NCCC1=CCCCC1	3	-2	0	4	0.7	4	9	6	5
CC1=C(Cl)C2=NS(=O)(=O)CCN2C=C1Cl	2	6	9	-2	0.9	-10	3	5	2
CCOc1ccc(OCc2cccc(C(=O)Nc3ccc(CN4CCCCC4)cc3)c2)cc1	-1	5	-15	11	0.5	-9	-46	4	-29
C=CCNC(=O)CC12CC3CC(C1)CC(CC(=O)NCC=C)(C3)C2	-3	5	4	2	1.2	0	2	5	-1
CCc1nnc(NC(=O)c2ccc(S(C)(=O)=O)cc2)s1	11	·	7	-1	0.0	-12	8	1	-1
More results.
SMILES	p97 inhibitor	NPY Y1 blocker	S1P4 antagonist	eIF4E-4G inh	S1P4 agonist	NPY-Y2 PAM-ag	EP2 modulator	EP2 antag	NPY-Y1 PAM-ag
Oc1ccc(-c2csc(-c3ccccc3)n2)cc1O	8	2	17	6	-3.0	9	-29	5	28
O=C1CCC(C(=O)Nc2nnc(C3CC3)s2)=NN1	4	-2	-11	5	0.5	2	40	7	-2
CCOC(=O)C1(Cc2ccccc2C(F)(F)F)CCN(C(C)CCn2cccn2)CC1 (stereo not given)	1	13	4	1	1.6	-15	1	6	1
O=C(N/N=C/c1ccc(OC(F)F)cc1OC(F)F)c1cccc(S(=O)(=O)N2CCOCC2)c1	2	-7	-5	0	2.3	8	-21	16	8
O=C(COC(=O)c1cc(S(=O)(=O)NCc2ccccc2)ccc1O)NCc1ccccc1	3	-1	14	0	0.7	-7	43	·	24
COC(=O)c1sc(S(=O)(=O)Nc2ccc(C)c(C)c2)c(C(=O)OC)c1C	0	3	-13	0	-0.6	0	-9	2	4
COc1ccc(CN(Cc2ccc(OC)cc2)S(=O)(=O)c2ccc(-n3cnnn3)c(C)c2)cc1	-9	6	-5	-1	3.1	-8	20	30	-27
O=C(Nc1ccccc1)Nc1ccccc1C(=O)NCc1ccco1	-2	2	-14	0	0.9	6	-23	4	30
COc1ccc(C(=O)Nc2ccccc2C(=O)N(Cc2ccco2)C(C(N)=O)C(C)C)cc1 (stereo not given)	-5	-2	-7	4	-1.1	-5	27	7	-6
CC(C)N1CCC(N2CCN(C/C=C/c3ccccc3)CC2CCO)CC1 (stereo not given)	2	19	-15	-1	0.6	-5	-7	8	-6
CCOc1ccc(N(CC(=O)Nc2ccccc2C(=O)NCc2ccco2)S(C)(=O)=O)cc1	2	2	-6	2	0.0	11	-5	7	16
Cc1ccc(C)c(CN2CCCN(C(=O)Cn3ncc4c3-c3ccccc3OC4)C2)c1	-2	3	6	0	0.3	-11	-29	3	7
CC(OC(=O)c1cccnc1Cl)C(=O)Nc1ccc2c(c1)OCCO2 (stereo not given)	3	-4	-26	-3	2.5	-8	-2	6	7
CC1(NC(=S)Nc2ccc3ccccc3c2)CCS(=O)(=O)C1 (stereo not given)	2	·	10	3	2.4	3	-33	9	5
Cc1cc(C(=O)NCC(=O)OCC(=O)N2CCCCCC2)ccc1[N+](=O)[O-]	-1	5	-8	1[fluorescence artefact?]	-1.2	9	26	7	-4
Fc1ccccc1Cc1ccc(Cl)nn1	2	-1	-2	1	1.1	-6	-45	4	-6
NC(=O)c1cc([N+](=O)[O-])ccc1NCc1cccnc1	-3	0	-11	0	-0.4	0	-34	4	10
CC1CCCCC1NC(=O)CSc1nnc(COc2ccccc2Cl)o1 (stereo not given)	4	-2	0	6	1.8	6	5	7	1
Cc1nc(C)c(C(=O)C2=C(O)C(=O)N(CCN3CCOCC3)C2c2cccs2)s1 (stereo not given)	2	3	-21	-2	1.5	15	15	11	-4
Cc1cccc(NC(=O)COC(=O)c2ccc([N+](=O)[O-])o2)c1C	-2	1	-12	-4	2.7	0	-64	6	-10
CC(C)n1c(-c2cccnc2)nc2cnccc21	8	1	-20	-2	0.0	7	35	9	14
Cc1cc(C)c(C(=O)CN2C(=O)NC3(CCCCCC3)C2=O)cc1C	-8	0	-17	2	-0.1	-4	-77	7	-18
Cc1cc2ncn(C(=O)c3c(-c4ccccc4Cl)noc3C)c2cc1C	-2	5	1	7	0.8	-3	23	30	6
c1csc(CNc2nc(-c3cccs3)nc3ccccc23)c1	4	2	-8	0	2.2	10	7	7	-11
CCn1cc(C2=NC(C)CO2)c2ccccc21 (stereo not given)	-1	3	-19	·	3.4	-24	-11	2	-44

Looked up above.
Cc1nc(C)c(C(=O)C2=C(O)C(=O)N(CCN3CCOCC3)C2c2cccs2)s1 (stereo not given) in p97 inhibitor reads 2
CC(OC(=O)c1cccnc1Cl)C(=O)Nc1ccc2c(c1)OCCO2 (stereo not given) in S1P4 agonist reads 2.5

An excerpt of these results, with two lines to a compound:
Value order – p97 inhibitor	NPY Y1 blocker	S1P4 antagonist	eIF4E-4G inh	S1P4 agonist	NPY-Y2 PAM-ag	EP2 modulator	EP2 antag	NPY-Y1 PAM-ag
Cc1ccc(C)c(CN2CCCN(C(=O)Cn3ncc4c3-c3ccccc3OC4)C2)c1
 : -2	3	6	0	0.3	-11	-29	3	7
Oc1ccc(-c2csc(-c3ccccc3)n2)cc1O
 : 8	2	17	6	-3.0	9	-29	5	28
O=C(N/N=C/c1ccc(OC(F)F)cc1OC(F)F)c1cccc(S(=O)(=O)N2CCOCC2)c1
 : 2	-7	-5	0	2.3	8	-21	16	8
CCn1cc(C2=NC(C)CO2)c2ccccc21 (stereo not given)
 : -1	3	-19	·	3.4	-24	-11	2	-44
NC(=O)c1cc([N+](=O)[O-])ccc1NCc1cccnc1
 : -3	0	-11	0	-0.4	0	-34	4	10
O=C(COC(=O)c1cc(S(=O)(=O)NCc2ccccc2)ccc1O)NCc1ccccc1
 : 3	-1	14	0	0.7	-7	43	·	24
O=C1CCC(C(=O)Nc2nnc(C3CC3)s2)=NN1
 : 4	-2	-11	5	0.5	2	40	7	-2

(next part)
SMILES	p97 inhibitor	NPY Y1 blocker	S1P4 antagonist	eIF4E-4G inh	S1P4 agonist	NPY-Y2 PAM-ag	EP2 modulator	EP2 antag	NPY-Y1 PAM-ag
CC1(C)CC(=O)C2=C(C1)N(Cc1cccnc1)C(=O)C2(NC(=O)c1ccc(F)cc1)C(F)(F)F (stereo not given)	-2	-5	-6	5	0.8	-5	7	10	1
O=c1cc(N2CCCCC2)c(-c2ccccc2)nn1Cc1c(Cl)cccc1Cl	1	-2	10	-14[fluorescence artefact?]	1.1	-8	80*	2	19
CCOC(=O)N1CCN(c2cc3[nH]c(=S)[nH]c3cc2F)CC1	4	2	-13	7[fluorescence artefact?]	-0.8	5	5	10	-44
NS(=O)(=O)c1cc2c(cc1Cl)NC(CSCc1ccccc1)=NS2(=O)=O	9	0	-7	16	-1.1	9	3&14	13&13	18
CCC(C)NC(=O)c1cnn2c(C)c3c(nc12)CCCC3 (stereo not given)	0	3	-9	2	0.8	-14	21	9	-7
O=C(CSc1nnc(-c2cccs2)n1Cc1ccccc1)N1CCc2ccccc2C1	-8	-1	-6	6	-1.3	-28	36	10	47
COCCNC(=O)C1Cc2c(ccc3ccccc23)O1 (stereo not given)	-1	-1	-4	2	-0.2	-13	-15	6	-4
O=C1CC(c2ccco2)CC(O)=C1C=Nc1cc(Cl)ccc1O (stereo not given)	4	10	0	-1	1.4	5	-26	9	2
NC(=S)N=Nc1c(O)[nH]c2c(Br)cc(Br)cc12	8	1	4	-5	-0.9	7	-43	6	6
